M5 PAM – positive allosteric modulators of human muscarinic M5 receptor; CHO-K1 hM5, Fluo-8 calcium, ACh EC20 PAM; 0% = ACh EC20, 100% = ACh EC100; activation, % at 3 µM; P08912; 360,000 tested, 0.3% active; AID 624038;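 active means activation above the run cutoff, the mean activation of all test compounds plus 3 SD, cut at about 18% in these data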
Target sequence (P08912 whole entry, looked up): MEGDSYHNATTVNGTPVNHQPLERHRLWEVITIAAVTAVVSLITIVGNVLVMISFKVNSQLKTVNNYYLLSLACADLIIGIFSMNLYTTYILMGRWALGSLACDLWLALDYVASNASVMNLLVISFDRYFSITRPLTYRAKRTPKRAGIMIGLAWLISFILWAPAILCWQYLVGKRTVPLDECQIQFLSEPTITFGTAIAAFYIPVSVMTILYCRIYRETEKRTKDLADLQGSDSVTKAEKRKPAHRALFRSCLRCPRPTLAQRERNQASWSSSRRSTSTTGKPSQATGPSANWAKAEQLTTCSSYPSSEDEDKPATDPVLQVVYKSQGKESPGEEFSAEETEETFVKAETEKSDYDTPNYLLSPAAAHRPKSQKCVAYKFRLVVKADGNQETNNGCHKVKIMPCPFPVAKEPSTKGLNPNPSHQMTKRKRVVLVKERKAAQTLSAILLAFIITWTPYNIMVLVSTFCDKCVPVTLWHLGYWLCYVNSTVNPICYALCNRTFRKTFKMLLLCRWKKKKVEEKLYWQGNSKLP
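Probe or stimulus: acetylcholine, EC20 level; Assay system: human M5 receptor in CHO-K1 cells; Schedule: compound preincubation 140 s before EC20 acetylcholine addition; Technique: intracellular calcium via Fluo-8 fluorescence; Dosing: single-point, 3 µM nominal; Read-out basis: percent activation from peak-over-basal fluorescence ratio, scaled EC20-to-EC100 acetylcholine; Repeats: one well per compound, no replicates.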
M5 antag – antagonists of human muscarinic M5 receptor (CHRM5); CHO-hM5 cells, Fluo-8 calcium fluorescence, ACh EC80; inhibition, % at 3 µM; 360,000 tested, 0.59% active; AID 624040;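 active means inhibition above a per-plate cutoff, the mean of that plate's test compounds plus 3 SD, cut at about 27% in these data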;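 further: 0% = acetylcholine EC80 with DMSO and 100% = DMSO without agonist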
CHRM4 agonist – CHRM4 agonism in calcium assay; P08173; CHO-K1 hM4/Gqi5, Fluo-8 calcium fluorescence; vehicle 0%, full acetylcholine response 100%; activation, % at 3 µM; 360,000 tested, 0.14% active; AID 624127;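 active means activation above the run mean over all test wells plus 3 SD, cut at about 32% in these data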;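 further: peak over basal fluorescence ratio per well then scaled between controls; 0% = DMSO wells and 100% = acetylcholine at EC100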
Target sequence (P08173 whole entry, looked up): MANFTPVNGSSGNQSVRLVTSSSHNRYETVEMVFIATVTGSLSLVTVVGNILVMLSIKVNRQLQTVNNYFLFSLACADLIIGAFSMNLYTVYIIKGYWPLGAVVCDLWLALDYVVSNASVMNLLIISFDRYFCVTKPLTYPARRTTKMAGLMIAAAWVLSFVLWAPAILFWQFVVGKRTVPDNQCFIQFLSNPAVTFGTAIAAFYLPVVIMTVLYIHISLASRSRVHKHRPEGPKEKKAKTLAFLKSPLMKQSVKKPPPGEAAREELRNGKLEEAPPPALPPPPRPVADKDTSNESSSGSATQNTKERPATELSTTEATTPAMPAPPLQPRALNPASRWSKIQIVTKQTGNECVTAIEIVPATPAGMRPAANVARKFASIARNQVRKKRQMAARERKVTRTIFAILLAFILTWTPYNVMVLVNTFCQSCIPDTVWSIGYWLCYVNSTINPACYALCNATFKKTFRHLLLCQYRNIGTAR
CHRM1 antagonist – blocks human M1 muscarinic receptor | P11229 | CHO-K1 hM1, Fluo-8 calcium fluorescence, ACh EC80 antagonist | inhibition, % at 3 µM | 360,000 tested, 1.3% active;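 active means percent inhibition above its own plate's cutoff, namely the mean of that plate's compound wells plus 3 SD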;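 further: peak over basal fluorescence ratio during 140 s after agonist addition; 0% = ACh EC80 plus DMSO and 100% = DMSO alone without agonist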
M4 antag – antagonists of human muscarinic M4 receptor (CHRM4); CHO-hM4 cells, ACh EC80, Fluo-8 calcium fluorescence; P08173; 360,000 tested, 0.73% active; AID 624125; inhibition, % at 3 µM;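 active means inhibition above its plate's cutoff, the mean inhibition of sample wells plus 3 SD, cut at about 27% in these data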;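 further: 0% = acetylcholine EC80 with DMSO and 100% = DMSO without agonist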
TAAR1 agonist – human TAAR1 agonism. activation, % at 3 µM. 360,000 tested, 0.99% active. Q96RJ0. CHO RD-HGA16 TAAR1, Fluo-8 calcium fluorescence; vehicle wells 0%, saturating PEA agonist 100%;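 active means activation above the mean activation of all test compounds in the run plus 3 SD, cut at about 38% in these data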
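test system = CHO RD-HGA16 cells carrying human TAAR1 plus Gα16 | schedule = 17-24 h seeding, 75 min 37 °C dye, 30 min RT | compound dosing = 3 µM single concentration | control set = DMSO and PEA EC100 | replicates = n 1 | signal = Fluo-8 fluorescence, 5 s baseline then 140 s kinetic read | measure = percent activation vs PEA EC100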
CHRM1 agonist – human M1 muscarinic receptor agonism; AID 588814; 360,000 tested, 0.33% active; P11229; CHO-K1 hM1, Fluo-8 calcium fluorescence, agonist mode; 0% DMSO, 100% acetylcholine EC100; activation, % at 3 µM;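 active means activation above the run's mean compound activation plus 3 SD, cut at about 16% in these data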;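 further: peak over basal fluorescence ratio within a 140 s kinetic read after compound addition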
CHRM1 PAM – human CHRM1 positive allosteric modulation; P11229; CHO-K1 hM1, Fluo-8 calcium fluorescence, ACh EC20; 0% = ACh EC20, 100% = maximal ACh; activation, % at 3 µM; 360,000 tested, 0.088% active; in the data active means activation above about 19%, passing the limit was not always enough
CHRM5 agonist – CHRM5 agonism in calcium assay. CHO-K1 hM5 cells, Fluo-8 calcium fluorescence; 0% DMSO wells, 100% maximal acetylcholine response. activation, % at 3 µM. 360,000 tested, 0.19% active. AID 624037;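 active means activation above the run's mean over test compounds plus 3 SD, cut at about 23% in these data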;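 further: signal is peak over basal fluorescence ratio across the kinetic read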
An asterisk follows results filed as active; / = not tested or not shown; & = joins results of further samples.

SMILES | M5 PAM | M5 antag | CHRM4 agonist | CHRM1 antagonist | M4 antag | TAAR1 agonist | CHRM1 agonist | CHRM1 PAM | CHRM5 agonist
CCOC(=O)c1cnc2nc[nH]n2c1=O | 0.2 | -3.0 | 0.0 | -12.0 | -1.4 | 0.2 | -3.8 | 11.2 | 0.5
COc1ccc(-c2nc(CSCC(=O)N3CCc4ccccc43)c(C)o2)cc1OC | -5.2 | 6.5 | -0.2 | -6.7 | -1.0 | 0.0 | -4.5 | 4.9 | 0.1
Cc1cc(=O)c2ccccc2[nH]1 | 6.0 | 5.3 | 0.5 | 19.6 | -0.7 | 0.8 | -0.9 | -2.3 | -5.8
CC(OC(=O)c1n[nH]c2ccccc12)C(=O)NC1CCCCC1C (stereo unspecified) | 2.8 | -7.7 | -0.8 | -10.5 | -19.3 | -1.4 | 0.9 | 12.5 | 5.9
COCCn1c(NCc2ccc(C)cc2)nc2c1c(=O)[nH]c(=O)n2C | 4.7 | 5.6 | 1.2 | -12.1 | 10.2 | 9.4 | -2.3 | 0.6 | -0.6
Cc1c(NC(=O)c2ccc(N(C)S(=O)(=O)c3ccccc3)cc2)c(=O)n(-c2ccccc2)n1C | 2.0 | -5.0 | 1.3 | 7.1 | -4.8 | 3.1 | -15.4 | -6.3 | -2.0
Cc1cc(NC(=O)CCCN2C(=O)c3cccnc3C2=O)ccc1Br | -2.2 | 7.7 | 2.9 | 10.6 | 2.1 | 0.8 | -2.4 | 1.8 | 0.0
Cn1c(C(=O)N2CCCC(C(=O)NCCCSC3CCCCC3)C2)cc2sccc21 (stereo unspecified) | -0.9 | -7.7 | 6.6 | 2.1 | -12.4 | 8.2 | -4.9 | -2.5 | 0.3
CC1=C(C(=O)N2CCOCC2)CC(CC(=O)NCCN2CCOCC2)C(=O)N1Cc1ccccc1 (stereo unspecified) | -1.8 | -1.5 | 1.7 | -2.6 | -28.8 | 3.4 | 7.9 | 19.3 | 1.7
COc1ccc(OCCSc2nnc3c(Cl)cc(Cl)cn23)cc1 | 0.8 | -8.8 | 1.0 | -10.8 | 5.8 | 0.1 | -10.2 | 10.1 | -0.6
CNc1ccc(S(=O)(=O)NCC(=O)NCCCc2ccccc2)cc1[N+](=O)[O-] | 12.3 | -16.9 | 3.2 | -11.8 | -10.6 | 0.6 | -1.2 | 7.2 | -2.9
O=C(CC1CC1)N[C@@H]1CC[C@@H](CCNS(=O)(=O)c2ccc(F)cc2)O[C@@H]1CO | -6.4 | 12.4 | -0.1 | / | 16.4 | 1.1 | / | / | -1.1
Cc1ccccc1CNCCCSc1ncccn1 | -0.8 | 4.2 | 0.8 | -2.3 | -15.5 | 1.4 | -9.4 | -2.9 | -0.8
COc1ccc2c(=O)c3c(=O)n(Cc4ccco4)c(-c4ccccc4)nc3oc2c1 | 4.6 | -3.5 | -0.3 | -24.0 | 10.5 | 18.6 | 0.4 | 18.4 | 0.7
COc1cc(C(=O)Sc2ccc(C)cc2)cc(OC)c1OC | -3.4 | 7.6 | -1.1 | -3.4 | -6.1 | 10.9 | -4.6 | 0.9 | -6.6
COc1ccc(N2CCN(C(=O)c3oc4c(c3C)C(=O)CCC4)CC2)cc1 | -4.0 | 4.1 | 6.8 | -11.7 | -18.0 | 7.1 | -0.8 | 9.1 | 0.9
CN(C)S(=O)(=O)c1cccc(NC(=O)CCc2c[nH]c3ccccc23)c1 | -11.2 | 2.9 | 17.9 | 9.9 | -23.2 | 5.6 | -2.1 | -7.5 | 0.4
CC(=O)c1cccc(NS(=O)(=O)c2cc(OCC(N)=O)c(C)cc2Cl)c1 | 0.1 | -1.9 | -0.3 | 1.5 | 1.2 | 13.5 | -3.6 | 0.3 | 1.7
O=C(CC1Nc2ccccc2NC1=O)NCCc1ccccc1 (stereo unspecified) | -2.2 | -8.9 | 1.2 | 5.9 | 7.4 | 90.8* | -3.6 | 1.8 | 0.8
Cc1cccc(NC(=O)CSc2nc(N)cc(N)n2)c1 | -17.6 | 3.2 | 0.9 | 6.3 | 7.1 | 7.8 | -2.8 | -4.7 | -7.3
CC1(C)c2[nH]c3ccccc3c2C[C@@H]2C(=O)N(Cc3ccco3)C(=O)N21 | 0.0 | 0.6 | 11.8 | 1.0 | -3.8 | 25.6 | -1.2 | 7.8 | 5.1
CCOc1ccccc1NC(=O)CN(c1ccc(Cl)cc1)S(C)(=O)=O | -3.3 | 5.2 | 1.6 | -11.0 | -7.1 | 1.8 | 1.2 | 10.0 | 1.4
CC1CCN(C(=O)c2ccc(S(=O)(=O)N3CCCCCC3)cc2)CC1 | 5.1 | -1.4 | 2.6 | -5.4 | -12.0 | 9.1 | -5.5 | 6.0 | 1.7
CCOC(=O)C1=C(C)N(C)C(C)=C(C(=O)OCC)C1c1ccc(Cl)cc1 | -12.3 | 13.5 | -2.5 | -5.1 | 1.1 | 13.4 | -9.7 | -8.4 | -10.1
CC(C)NC(=O)N(C)C[C@H]1Oc2c(NC(=O)c3ccc(-c4nccs4)cc3)cccc2C(=O)N([C@@H](C)CO)C[C@H]1C | -2.6 | 1.1 | 4.4 | -1.4 | -7.2 | 11.1 | -5.5 | -1.9 | 2.3
Cc1cccc2c1-c1sc(C(=O)Nc3ccccc3N3CCN(C)CC3)cc1CO2 | -0.6 | 12.5 | 10.5 | 7.5 | 8.7 | 10.4 | -2.0 | -1.0 | -4.3
CCOc1ccc(S(=O)(=O)N2CCN(C(=O)c3ccncc3)CC2)cc1 | 0.5 | -8.5 | 1.8 | -9.9 | -0.1 | -0.4 | -1.1 | 6.6 | -4.5
CCC(=O)c1c[nH]c(C(=O)NCc2ccccc2OC)c1 | -5.0 | -3.9 | 2.4 | 5.4 | 0.6 | 7.1 | -1.6 | -1.8 | -2.7
CN1CCC(N(C)CC(C)(C)NS(=O)(=O)c2ccccc2)CC1 | -6.7 | 20.6 | 0.7 | -0.8 | 1.9 | 0.7 | -5.4 | 0.5 | -6.0
Cc1cc(SCC(=O)Nc2ncc(Cl)cc2Cl)nc2ccccc12 | -4.4 | 4.2 | -0.2 | -10.8 | 6.2 | -1.0 | -5.5 | 4.3 | -1.8
CN(C)c1ccc(/C=N/NC(=O)CN2CCCCC2)cc1Br | 5.1 | -2.7 | 0.2 | -11.8 | 7.8 | 5.7 | -3.6 | 3.7 | 2.1
CC(=O)c1cccc(NCC(=O)N2CCN(S(=O)(=O)c3ccccc3)CC2)c1 | 9.0 | -5.8 | 1.4 | -1.8 | -3.9 | 3.9 | -6.2 | 4.1 | 0.6
CCc1ccc(Nc2nnc(SCC(=O)Nc3sccc3C(N)=O)s2)cc1 | -9.8 | 13.9 | 11.2 | 18.0 | 9.2 | 14.9 | -4.1 | -6.2 | 0.5
O=C(Cn1cc(C(F)(F)F)ccc1=O)N1CCc2ccccc2C1 | -2.2 | 11.3 | 9.6 | 7.7 | 4.0 | 3.4 | -4.3 | 0.1 | 0.3
Cc1cc(N2CCN(c3ccccc3)CC2)n2c(n1)nc1ccccc12 | -2.9 | 1.0 | 5.6 | 6.2 | -5.4 | 10.8 | -2.0 | -5.7 | 5.5
CC(=O)Nc1ccc(Nc2nccc(C)n2)cc1 | 1.1 | 1.6 | -0.4 | 1.5 | 1.4 | 0.6 | -5.5 | 5.0 | 1.0
O=C(Cc1c2ccccc2nc2ccccc12)c1ccccc1 | 0.5 | 1.5 | 1.0 | 0.1 | 2.1 | 0.9 | -8.8 | 0.2 | -3.8
OCc1ccc(O)c2ncccc12 | 1.5 | -2.3 | 0.3 | -14.0 | 4.9 | 8.1 | -1.8 | 8.0 | -2.7
O=C1C(=O)N(CCCN2CCOCC2)C(c2ccc([N+](=O)[O-])cc2)/C1=C(\O)c1ccc2c(c1)OCCO2 (stereo unspecified) | -6.4 | 17.5 | 0.5 | 6.2 | 11.0 | 0.0 | -3.8 | 2.6 | -4.4
OCCN1CCN(C(=S)Nc2cccc(C(F)(F)F)c2)CC1 | 6.6&3.8 | -0.1&-6.0 | 1.6&0.8 | -7.5&-2.1 | -2.7&-10.3 | 6.0&12.9 | 2.0&-2.4 | 6.8&2.8 | 3.3&0.8

Part of the list above, tab-delimited:
smiles	M5 PAM	M5 antag	CHRM4 agonist	CHRM1 antagonist	M4 antag	TAAR1 agonist	CHRM1 agonist	CHRM1 PAM	CHRM5 agonist
CCOC(=O)C1=C(C)N(C)C(C)=C(C(=O)OCC)C1c1ccc(Cl)cc1	-12.3	13.5	-2.5	-5.1	1.1	13.4	-9.7	-8.4	-10.1
CCC(=O)c1c[nH]c(C(=O)NCc2ccccc2OC)c1	-5.0	-3.9	2.4	5.4	0.6	7.1	-1.6	-1.8	-2.7
CC(=O)Nc1ccc(Nc2nccc(C)n2)cc1	1.1	1.6	-0.4	1.5	1.4	0.6	-5.5	5.0	1.0

Continuation.
SMILES | M5 PAM | M5 antag | CHRM4 agonist | CHRM1 antagonist | M4 antag | TAAR1 agonist | CHRM1 agonist | CHRM1 PAM | CHRM5 agonist
COc1ccc(/C=C/c2c(-c3ccccc3OC)sc3ccccc23)cc1OC | -8.4 | 20.0 | 0.2 | -0.2 | -0.6 | 0.4 | -1.9 | 4.5 | -0.5
COc1ccc(-c2oc(NC(=O)CCl)c(C#N)c2-c2ccc(OC)cc2)cc1 | 10.0 | -3.0 | 1.2 | 46.2* | -2.5 | 6.1 | 6.7 | 12.2 | 1.6
Cc1cccc(NC(=O)C(c2ccccc2Cl)N2CCOCC2)c1 (stereo unspecified) | -4.4 | -0.5 | 2.2 | -12.3 | -3.9 | 3.2 | -3.7 | 9.5 | 2.4
COc1ccc(NC(=O)COc2coc(CN3CCc4ccccc4C3)cc2=O)cc1 | -1.6 | 3.5 | 0.5 | -7.5 | 0.9 | 6.8 | -5.8 | 3.2 | -0.9
CC(C)C(NS(=O)(=O)c1cccc(C(F)(F)F)c1)C(=O)O (stereo unspecified) | 8.2 | -0.2 | 0.4 | -21.5 | -2.0 | 2.7 | -2.5 | 3.4 | 2.4
CCOc1ccc(NC(=O)CSc2nnnn2C2CCCC2)cc1 | -1.1 | 0.0 | 0.9 | -1.9 | -0.3 | -0.7 | -7.4 | 7.1 | -2.8
CCN(CC)CCN1C(=O)C(=O)/C(=C(/O)c2ccc(S(=O)(=O)N3CCOCC3)cc2)C1c1ccc(Cl)cc1 (stereo unspecified) | -3.0 | -5.4 | 0.8 | -7.1 | -0.7 | 12.4 | -10.1 | -0.8 | -2.0
COCCn1c(=N)c(S(=O)(=O)c2ccc(Br)cc2)cc2c(=O)n3ccccc3nc21 | -2.8 | 12.6 | 1.1 | -6.5 | -0.8 | 0.1 | -2.8 | 1.7 | -3.2
CN(C)Cc1csc(NC(=O)Nc2ccccc2-c2ccccc2)n1 | -11.4 | 4.1 | 6.7 | 27.7* | -10.4 | 6.4 | -8.0 | -20.1 | -1.8
CCCCCCCCCc1nc(N)n[nH]1 | 0.4 | -0.5 | -0.6 | -2.7 | 2.6 | 4.0 | -4.0 | 10.7 | 0.0
O=C(Cc1ccccc1F)Nc1nc(-c2ccc(F)c(F)c2)cs1 | -11.6 | 11.1 | 14.8 | 9.3 | 3.2 | 10.7 | -8.2 | -15.6 | -3.7

The list is partial, so the mix of outcomes need not match the whole.
